Screening results: PubChem, several laboratories
GRK2 inh = blocks RNA aptamer binding to human GRK2; bead flow cytometry, FAM-aptamer displacement from GRK2; hit rate 0.59% among 330,000; inhibition of aptamer binding, % at 10 µM; P25098;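 active means inhibition of aptamer binding above 40%, roughly 3 SD of noise, on plates passing a quality check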;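 further: median bead fluorescence of bound FAM aptamer so fluorescent compounds give negative values; no value below 0 was filed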
VLA-4 inh = inhibition in a human VLA-4 binding assay; VLA-4 expressing cells, ligand binding flow cytometry; inhibition, % (about 7 µM as worked out from the volumes in the protocol); hit rate 0.2% among 330,000; in the data active means inhibition above about 50%
AGP1-GFP MLPCN = modulators of TOR pathway AGP1-GFP in S. cerevisiae; hit rate 0.02% among 320,000; GFP response vs DMSO, % at 10 µM; S. cerevisiae AGP1-GFP multiplex flow cytometry, 3 h; GFP as percent of DMSO wells;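 active means GFP response relative to DMSO above a set limit, near screen average plus 3 SD, cut at about 150% in these data; inconclusive means fewer than 70 cells counted for the yeast strain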;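 further: median GFP channel fluorescence of the gated AGP1 strain per well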
CIT2-GFP yeast = yeast TOR pathway CIT2-GFP modulation. S. cerevisiae CIT2-GFP strain, flow cytometry, 3 h; 100 means same as DMSO wells. hit rate 0.065% among 320,000. AID 2029. GFP response vs DMSO, % at 10 µM;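 active means GFP response relative to DMSO above a set limit, near the screen mean plus 3 SD, cut at about 150% in these data; inconclusive means Fewer than 70 cells measured for a yeast strain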;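 further: ratio of well median GFP fluorescence to mean of DMSO wells on the plate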
LAP4-GFP MLPCN = alters LAP4-GFP fluorescence in TOR pathway yeast screen; S. cerevisiae LAP4-GFP multiplex, flow cytometry GFP, 3 h; median GFP as percent of DMSO wells; GFP response vs DMSO, % at 10 µM; hit rate 0.34% among 320,000; AID 2023;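 active means GFP response vs DMSO above a set limit, about the screen mean plus 3 SD, cut at about 150% in these data; inconclusive means under 70 cell events counted for the yeast strain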
MEP2 TOR yeast = yeast TOR pathway MEP2-GFP modulation; S. cerevisiae MEP2-GFP strain, flow cytometry GFP, 3 h; 100% = DMSO control level; GFP response vs DMSO, % at 10 µM; hit rate 0.51% among 330,000; AID 2016;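 active means GFP response versus DMSO above a set limit, roughly screen mean plus 3 SD, cut at about 180% in these data; inconclusive means fewer than 70 cells counted for a yeast strain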;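 further: median GFP fluorescence of the barcode-gated MEP2-GFP cells per well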
GASC-1 inh = human JMJD2C demethylase inhibition; Q9H3R0; GST-JMJD2C(1-420) H3K9me3 demethylation, DELFIA europium; inhibition, % at 2.35 µM; hit rate 0.069% among 330,000; AID 2099;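 active means more than half of a compound's replicate wells show inhibition beyond 50%, single wells judged on their own value; inconclusive means some, but no more than half, of replicates pass 50% inhibition; inactive means no replicate passes 50% inhibition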;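 further: signal counts dimethyl H3K9 product captured on neutravidin plate; 0% = median of DMSO wells and 100% = 0.3 times that DMSO median; strong numbers were not always called active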
Target sequence (Q9H3R0 1-420 limits assumed): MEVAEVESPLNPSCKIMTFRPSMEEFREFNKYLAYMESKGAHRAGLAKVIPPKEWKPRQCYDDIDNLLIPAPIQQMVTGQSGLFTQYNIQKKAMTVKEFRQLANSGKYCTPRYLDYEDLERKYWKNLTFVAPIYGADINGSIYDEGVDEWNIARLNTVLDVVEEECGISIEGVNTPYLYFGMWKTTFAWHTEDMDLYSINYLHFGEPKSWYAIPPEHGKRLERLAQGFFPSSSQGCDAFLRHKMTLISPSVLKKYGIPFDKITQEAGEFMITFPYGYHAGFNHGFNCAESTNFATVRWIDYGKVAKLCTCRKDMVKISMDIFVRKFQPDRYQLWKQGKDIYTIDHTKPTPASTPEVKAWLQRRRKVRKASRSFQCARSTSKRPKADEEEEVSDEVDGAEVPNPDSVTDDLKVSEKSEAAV
RPL19A TOR yeast = alters RPL19A-GFP fluorescence in TOR pathway yeast screen. S. cerevisiae RPL19A-GFP strain, flow cytometry, 3 h; active compounds read low. percent response vs DMSO, % at 10 µM. hit rate 0.3% among 330,000;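 active means percent response vs DMSO below 50%; inconclusive means fewer than 70 events counted for the yeast strain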;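 further: median channel GFP fluorescence of the barcoded RPL19A-GFP strain; ratio of sample median GFP to plate DMSO average so 100% = DMSO; lower means less RPL19A-GFP as with rapamycin TOR inhibition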
An asterisk follows results filed as active; ? = inconclusive; · = no result given; & = joins results of further samples; [ ] = dose if it differs, or a comment.

VLA-4 inh | mol | RPL19A TOR yeast | GASC-1 inh | LAP4-GFP MLPCN | GRK2 inh | MEP2 TOR yeast | AGP1-GFP MLPCN | CIT2-GFP yeast
-11 | Cc1cc(C)nc(SCC(=O)c2ccc(O)cc2O)n1 | 98 | -1 | 101 | 0 | 102 | 104 | 105
12 | O=C(Nc1nnc(C2CC2)s1)c1ccc(Cl)nc1 | 95 | -3 | 93 | 0 | 97 | 91 | 96
20 | CCc1ccc2c(c1)C(c1cccs1)=NNC(c1cccnc1)=N2 | 99 | -5 | 106 | 5 | 106 | 101 | 104
0 | O=C(CSc1nc2c(cnn2-c2cccc(Cl)c2)c(=O)[nH]1)NCC1CCCO1 (stereo unspecified) | 108 | 14 | 102 | 4 | 109 | 107 | 99
29 | CN(Cc1ccc(C(C)(C)C)cc1)C(=O)Cc1ccc(S(=O)(=O)N2CCOCC2)s1 | 94 | 11 | 97 | 1 | 97 | 97 | 99
-2 | CC(=O)c1ccc(N2CCN(C(=O)C3CCC3)CC2)cc1 | 97 | -3 | 95 | 3 | 97 | 85 | 90
-1 | CN(CC(=O)Nc1ccccc1Br)C(=O)CCSc1ccc(F)cc1 | 101 | 11 | 110 | 0 | 111 | 108 | 99
13 | CC(=O)Nc1ccc(C(=O)CSc2nnc(-c3ccc(O)cc3)n2CC2CCCO2)cc1 (stereo unspecified) | 99 | 19 | 92 | 0 | 96 | 95 | 102
-91 | COc1cccc(-c2c(NC(=O)c3ccco3)oc3ccc(Cl)cc3c2=O)c1 | 99 | -16 | 90 | 1 | 101 | 104 | 100
-14 | O=C(NC1CCCCC1)c1cc(N2C(=O)CCC2=O)ccc1Cl | 103 | 9 | 103 | 0 | 105 | 101 | 111
-14 | CCOC(=O)C1C(=O)NC(N2CCc3ccccc32)=NC1c1ccccc1 (stereo unspecified) | 91 | 5 | 86 | 0 | 86 | 87 | 108
11 | CN(C)S(=O)(=O)c1ccc(C(=O)NC2CCCc3ccccc32)cc1 (stereo unspecified) | 98 | 16 | 105 | 2 | 100 | 105 | 100
11 | Cc1ccc(N2CC(C(=O)Nc3ccc(N(C)C)cc3)CC2=O)cc1C (stereo unspecified) | 98 | 45 | 92 | 0 | 94 | 101 | 99
1 | O=C(c1cc(COc2ccc(F)cc2F)on1)N1CCN(C2CCCC2)C(=O)C1 | 103 | -16 | 73 | 5 | 103 | 89 | 90
9 | CCOCCOC(=O)CCSc1n[nH]c(=O)[nH]c1=O | ? | 3 | ? | 2 | ? | ? | ·
1 | CCc1ccccc1NC(=O)Cn1c(=O)n(-c2ccc(CC(=O)NCC3CCCO3)cc2)c(=O)c2ccccc21 (stereo unspecified) | 103 | 9 | 102 | 2 | 105 | 106 | 107
-2 | Oc1ccccc1-c1nnc(-c2ccc(C(F)(F)F)cc2)o1 | 96 | -23 | · | 0 | 96 | 93 | 100
-3 | Cn1c(C(=O)N[C@@H](Cc2ccccc2)C(=O)O)cc2cc(F)ccc21 | 104 | -6 | 105 | 0 | 108 | 106 | 104
3 | CCn1c2ccccc2c2cc(NC(=O)C/C(C)=N/NC(=O)c3ccccc3N)ccc21 | 98 | -2 | 109 | 0 | 103 | 88 | 98
-5 | CC(C)CC(c1nnnn1Cc1ccc2c(c1)OCO2)N1CCC(C(N)=O)CC1 (stereo unspecified) | 96 | -2 | 102 | 1 | 97 | 97 | 101
0 | Cc1ccc(S(=O)(=O)Oc2cccc(/C=N/Nc3ccc(C(=O)O)cc3)c2)cc1 | 95 | 1 | 100 | 2 | 91 | 102 | 99
5 | COC(=O)COc1ccc(C(c2c(C)[nH][nH]c2=O)c2c(C)[nH][nH]c2=O)cc1 | 102 | -49 | 90 | 2 | 105 | 100 | 105
-73 | C(=N\N1CCN(Cc2cccc3ccccc23)CC1)/c1ccco1 | 100 | -2 | 107 | 0 | 105 | 97 | 98
1 | Cc1ccc(CNC(=O)C2CCN(c3nnc(N4CCCC4=O)s3)CC2)cc1 | 107 | -3 | 115 | 2 | 102 | 96 | 94
1 | O=C(c1ccc(Cl)c(S(=O)(=O)N2CCCC2)c1)N1CCN(c2ccccc2F)CC1 | 96 | 11 | 94 | 0 | 93 | 94 | 86
-1 | Nc1nnc(SCC(=O)N2CCN(Cc3ccccc3)CC2)s1 | 99 | 7 | 99 | 1 | 107 | 101 | 100
8 | O=C(Nc1ccc(F)c(Cl)c1)C1CCCC1 | 98 | -6 | 104 | 2 | 98 | 100 | 100
49 | O=C(Nc1ccnc(-c2cccnc2)n1)c1cccc(Cl)c1Cl | 99 | -16 | 110 | 0 | 104 | 98 | 95
-1 | Cc1cc(N2CC(C(=O)NCc3cccs3)CC2=O)ccc1C(C)C (stereo unspecified) | 95 | 7 | 100 | 0 | 93 | 100 | 91
-2 | CCOc1ccccc1N1CCN(CC(=O)N(CC(C)C)c2c(N)n(CC(C)C)c(=O)[nH]c2=O)CC1 | 102 | 6 | 99 | 0 | 104 | 108 | 104
-2 | O=C(CCl)N1CCN(S(=O)(=O)c2ccc3c(c2)CCC3)CC1 | 98 | 5 | 102 | 2 | 99 | 94 | 98
11 | CCC(C)(C)NC(=O)C(c1ccco1)N(C(=O)CNC(=O)c1cccs1)c1cccnc1 (stereo unspecified) | 54[may fluoresce violet] | -1 | 91[may fluoresce violet] | 0 | 288*[may fluoresce violet] | 41[may fluoresce violet] | ?
38 | CCOC(=O)C1(Cc2ccc(Cl)cc2)CCN(Cc2ccon2)CC1 | 103 | 0 | 98 | 0 | 103 | 102 | 102
13 | COc1ccccc1N1CCN(C(=O)C2C3C=CC4(CN(Cc5ccccc5Cl)C(=O)C24)O3)CC1 (stereo unspecified) | 98 | 1 | 98 | 6 | 103 | 102 | 101
-8 | CCOC(=O)c1cnc(C(C)(C)C)[nH]c1=O | 103 | -3 | 106 | 0 | 112 | 104 | 110
31 | COc1cccc(/C=N/NC(=O)CNC(=O)c2ccc(S(=O)(=O)N3CCCC3)cc2)c1OC | 98 | 6 | 106 | 0 | 104 | 104 | 96
-10 | C=C(C)CN(CC)c1nc(N)c(C#N)c(CC#N)c1C#N | 102 | 2 | 100 | 1 | 101 | 108 | 104
13 | CC1(c2ccc([N+](=O)[O-])cc2)NC(=O)N(CC(=O)Nc2cccnc2Cl)C1=O (stereo unspecified) | 101 | 20 | 106 | 1 | 102 | 102 | 108
4 | CCN(CC)S(=O)(=O)c1cccc(C(=O)NCC2CCCO2)c1 (stereo unspecified) | 101 | -10 | 91 | 3 | 100 | 96 | 100
26 | CN1C(=O)/C(=N/OC(=O)c2ccccc2)c2ccccc21 | 96 | 4 | 142 | 0 | 94 | 90 | 64
8 | O=C(Nc1ccc(S(=O)(=O)N2CCCC2)cc1)C1CCCCC1 | 102 | 1 | 99 | 0 | 102 | 97 | 107
-10 | O=C(CCc1ccccc1)Nc1cc2c(cc1C(=O)O)OCCCO2 | 96 | 16 | 101 | 0 | 98 | 97 | 85
1 | CC(=O)Nc1ccc(NC(=O)CSc2nnc(NC(=O)c3ccc(Br)o3)s2)cc1 | 100 | 5 | 94 | 1 | 99 | 105 | 100
7 | O=C(NC1CCCC1)C(c1ccncc1)N(C(=O)Cc1cccs1)c1ccc(F)cc1 (stereo unspecified) | 100 | -1 | 99 | 0 | 103 | 100 | 100
12 | CC1(C)c2[nH]c3ccccc3c2C[C@@H]2C(=O)N(c3ccc(F)cc3F)C(=O)N21 | 106 | -6 | 105 | 1 | 105 | 90 | 92
-2 | Cc1cc(/C=C(\C#N)C(=O)Nc2ccccc2F)c(C)[nH]1 | 69 | -1 | 97 | 2 | 123 | 89 | 101
4 | COc1nc(N(C#N)CC(N)=O)nc(N2CCCC2)n1 | 104 | 0 | 109 | 0 | 105 | 105 | 98
4 | COc1ccc(/C=C/C(=O)NC(=S)Nc2ccccn2)cc1 | 105 | -2 | 98 | 0 | 104 | 88 | 92
13 | CC(C)(C)c1cc(NC(=O)Nc2ccc(Br)cc2Cl)no1 | 96 | -8 | 99 | 2 | 93 | 97 | 94
-10 | CCCCn1c(C(C)NC(=O)COC)nc2ccccc21 (stereo unspecified) | 99 | 4 | 100 | 2 | 98 | 102 | 100

(list continues)
VLA-4 inh | mol | RPL19A TOR yeast | GASC-1 inh | LAP4-GFP MLPCN | GRK2 inh | MEP2 TOR yeast | AGP1-GFP MLPCN | CIT2-GFP yeast
3 | O=C(NCCc1ccccc1)c1cc(S(=O)(=O)N2CCOCC2)ccc1F | 100 | ? | 96 | 0 | 100 | 100 | 101
7 | O=C(N/C(=C/c1ccc([N+](=O)[O-])cc1)C(=O)N1CCCC1)c1ccccc1 | 101 | -1 | 98 | 0 | 96 | 93 | 95
9 | CC(=O)c1c(N2CCOCC2)nc(=S)n(-c2cc(C)ccc2C)c1C | 93 | 2 | 94 | 0 | 98 | 94 | 93
2 | COc1ccc(Cc2nc(C)cc(Cl)n2)cc1[N+](=O)[O-] | 103 | 6 | 94 | 3 | 112 | 103 | 103
10 | CC(=O)Nc1c(C)nn(-c2ccc(C)c(C)c2)c1C | 93 | -7 | 96 | 0 | 118 | 102 | 99
-10 | CCOc1ccc(-c2nnn(CC(=O)N3CCN(c4ccc(OC)cc4)CC3)n2)cc1OCC | 100 | 21 | 99 | 1 | 100 | 97 | 97
2 | CCCCCC(=O)Nc1cc2[nH]c(=O)cc(COC)c2cc1C | 99 | 7 | 104 | 3 | 98 | 102 | 96
-38 | COc1ccc(CCNC(=O)c2ccc(NS(=O)(=O)c3c(C)noc3C)cc2)cc1OC | 101 | 6 | 102 | 4 | 104 | 98 | 104
-1&-14 | CC(=O)O[C@]1(C(C)=O)CC[C@H]2[C@@H]3C[C@H](C)C4=CC(=O)CC[C@]4(C)[C@H]3CC[C@@]21C | 97&99 | · | 110&131 | 2&0 | 98&97 | 92&86 | 88&85
13 | CC1(C)C[C@@H]1C(=O)N/C(=C\CCCCSC[C@H](N)C(=O)O)C(=O)O | 105 | 2 | 110 | 2 | 99 | 101 | 112
-3 | O=C(/C=C/c1cc(Br)ccc1F)Nc1cccnc1 | 109 | 14 | 94 | 2 | 108 | 94 | 126
0 | CCOC(=O)c1c(NC(=O)C(C)S(=O)(=O)c2cn(CC)c3ccccc23)sc2c1CCCC2 (stereo unspecified) | 93 | 15 | 100 | 0 | 92 | 95 | 90
-31 | c1cc2c3c(cccc3c1)NC1(CCCCC1)N2 | 99 | 0 | 97 | 0 | 95 | 98 | 96
-1 | CC1CCN(CC(=O)Nc2ccc(Cl)cc2[N+](=O)[O-])CC1 | 99 | 44 | 100 | 0 | 99 | 102 | 108
-3 | Cc1cc(C)nc(SCC(=O)N/N=C/c2cccc([N+](=O)[O-])c2)n1 | 98 | 24 | 94 | 0 | 102 | 104 | 102
-1 | COc1ccc(Cl)cc1NC(=O)CSc1nnc(COc2ccccc2)n1C | 90 | -3 | 95 | 0 | 91 | 84 | 97

Just GRK2 inh, for 3 of the compounds above:
SMILES	GRK2 inh
O=C(NCCc1ccccc1)c1cc(S(=O)(=O)N2CCOCC2)ccc1F	0
O=C(N/C(=C/c1ccc([N+](=O)[O-])cc1)C(=O)N1CCCC1)c1ccccc1	0
CC(=O)c1c(N2CCOCC2)nc(=S)n(-c2cc(C)ccc2C)c1C	0
